# 3CLpro inhibitor = SARS-CoV 3CLpro protease inhibition | P0C6X7 | recombinant SARS-CoV 3CLpro, quenched FRET peptide cleavage | inhibition, % at 6 µM | 0.14% of 290,000 active | AID 1706; in the data active = inhibition above about 12%
# Vc quorum ag = inducers of Vibrio cholerae quorum light production without autoinducers | V. cholerae BH1578 lux reporter, luminescence, 6 h | 0.16% of 350,000 active | activation, % at 18.7 µM | AID 588436; in the data active = activation mostly above about 9.7%, no sharp cut-off; inconclusive = no clear call, values can overlap the other calls; inactive = mostly below about 3.7%; note: not every result past the cut was called active; inactives centre near 0; reference of the scale not given here
# PrPC TRFRET = inhibitors of human cell surface prion protein PrPC; inhibition, % at 13.8 µM; AID 720596; 0.43% of 370,000 active; P04156; TR-FRET read-out; in the data active = inhibition above about 24%; note: 0% = median of the test wells and 100% = reference compound wells
# Anthrax LF inh2 = anthrax lethal factor protease inhibition; multiplex microsphere protease cleavage assay, LF; inhibition, % at 10 µM; P15917; 0.12% of 360,000 active; note: plate controls were buffer without enzyme for full effect and enzyme alone for no effect
# Target sequence (P15917 whole entry, looked up): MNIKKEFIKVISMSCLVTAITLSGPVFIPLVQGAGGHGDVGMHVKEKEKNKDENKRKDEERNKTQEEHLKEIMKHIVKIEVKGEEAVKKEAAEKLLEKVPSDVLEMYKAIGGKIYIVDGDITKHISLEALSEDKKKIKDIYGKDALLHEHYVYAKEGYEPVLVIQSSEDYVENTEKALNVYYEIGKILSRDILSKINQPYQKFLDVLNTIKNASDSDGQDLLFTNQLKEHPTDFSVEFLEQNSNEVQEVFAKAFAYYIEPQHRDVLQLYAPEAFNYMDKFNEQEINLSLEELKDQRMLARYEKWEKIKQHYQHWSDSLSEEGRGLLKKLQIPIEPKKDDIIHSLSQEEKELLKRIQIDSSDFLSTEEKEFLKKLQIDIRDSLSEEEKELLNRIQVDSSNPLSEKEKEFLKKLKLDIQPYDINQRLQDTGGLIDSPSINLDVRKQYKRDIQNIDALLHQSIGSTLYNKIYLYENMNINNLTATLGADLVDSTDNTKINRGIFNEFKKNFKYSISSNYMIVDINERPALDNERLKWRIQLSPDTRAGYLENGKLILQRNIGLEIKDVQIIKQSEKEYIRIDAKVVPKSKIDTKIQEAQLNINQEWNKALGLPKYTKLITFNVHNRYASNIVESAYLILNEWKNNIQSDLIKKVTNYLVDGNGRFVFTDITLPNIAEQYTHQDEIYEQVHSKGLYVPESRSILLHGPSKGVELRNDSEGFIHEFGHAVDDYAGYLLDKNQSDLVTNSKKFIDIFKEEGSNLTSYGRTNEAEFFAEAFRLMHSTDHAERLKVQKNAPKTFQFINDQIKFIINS
# Yp Topo-I inh = blocks Yersinia pestis topoisomerase I activity; Y. pestis Topo-I cleavage product accumulation, plate reader; activity, % at 10 µM; 0.064% of 360,000 active; in the data active = activity above about 50%, passing the limit was not always enough; inconclusive = no clear call, values can overlap the other calls; note: inactives centre near 2
# BoNT A protease = BoNT A light chain protease inhibition. 0.17% of 360,000 active. AID 588499. multiplex microsphere protease substrate cleavage, flow cytometry. inhibition, % at 10 µM; note: plate controls were buffer without enzyme for full effect and enzyme alone for no effect
# TcdB GH inh = TcdB glycohydrolase inhibition | inhibition, % at 9.99 µM | TcdB glycohydrolase enzymatic assay, plate reader | 0.24% of 350,000 active | P18177; in the data active = inhibition above about 10%
# PfHsp40 yeast = compounds rescuing yeast from Plasmodium falciparum HSP40 toxicity; S. cerevisiae expressing PfHsp40, growth rescue, ATP luminescence; 0.68% of 340,000 active; growth rescue, % at 12.5 µM; in the data active = growth rescue above about 28%, passing the limit was not always enough; inconclusive = no clear call, values can overlap the other calls;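 note: yeast W303a lacking pdr1 and pdr3 grown in galactose medium; growth measured after three days at 30 °C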
# PriA SSB inh = K. pneumoniae PriA-SSBct interaction inhibition; AlphaScreen SSBct-PriA binding, biotinylated peptide; inhibition, % at 33 µM; 0.6% of 430,000 active; in the data active = inhibition mostly above about 37%, no sharp cut-off; inactive = mostly below about 20%;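 note: plate controls were negative control peptide for no effect and reference peptide for full effect; strong numbers were not always called active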
# * marks the source's active call; other numbers are inactive results; i = inactive; ? = inconclusive; . = no result given; & = joins results of further samples. Cut-off read from the data, not from the text of the source, unless noted: active = inhibition above about 30%; inconclusive = no clear call, values can overlap the other calls; inactive = below that. Only part of the results is shown; rates above refer to the full screens.
SMILES,3CLpro inhibitor,Vc quorum ag,PrPC TRFRET,Anthrax LF inh2,Yp Topo-I inh,BoNT A protease,TcdB GH inh,PfHsp40 yeast,PriA SSB inh
O=C1OC(c2ccc(Br)cc2)=N/C1=C\N1CC2CC(C1)c1cccc(=O)n1C2 (stereo not drawn),1.4,i,-12.0,-6.7,17.9,-1.6,0.4,-0.6,19.1
COc1cc(CNCc2cc(OC)c(OC)c(OC)c2)cc(OC)c1,0.7,-0.9,-2.4,.,6.0,.,1.0,3.3,-7.4
Cc1cc(C)n(CC(C)O)c(=O)c1C#N (stereo not drawn),3.5,-4.8,1.3,7.5,-9.1,1.1,0.3,0.3,-3.9
CCN(C(=O)CSc1nnc(-c2ccncc2)n1Cc1ccccc1)C1CCS(=O)(=O)C1 (stereo not drawn),2.6,-0.2,5.0,0.6,1.4,0.3,0.2,1.6,-4.1
COc1ccc(CCNC(=O)CCCN2C(=O)c3ccccc3C2=O)cc1OC,3.5,-12.5,-0.4,-3.0,7.5,-0.3,.,-1.8,2.9
Cc1c(NC(=S)NC(=O)C(c2ccccc2)c2ccccc2)cccc1C(=O)O,5.6,i,-1.0,-2.4,4.0,0.1,.,-0.6,-13.2
Cc1c(C(=O)Nc2ccccc2-c2ccccc2)cccc1[N+](=O)[O-],2.7,1.4,3.5,-10.5,0.3,4.5,.,0.6,7.3
CCN(C(=O)c1c(-c2ccccc2Cl)noc1C)C1CCCCC1,-1.0,i,1.2,4.0,18.1,-2.3,0.6,-0.4,-1.9
COc1ccc([N+](=O)[O-])c(OC)c1C(=O)Nc1ccc(F)cc1F,3.1,-0.3,-25.9,-6.3,3.4,-0.3,-0.6,-1.0,-8.0
O=C(Nc1ccc2ccccc2c1)c1ccc(Cl)cc1,-4.0,i,-8.5,-10.9,-3.8,-2.6,0.8,-0.7,-5.9
COc1cccc(CNCC(=O)N2C(C)CCCC2C)c1 (stereo not drawn),2.2,-2.8,5.2,-1.9,-1.5,0.3,.,-0.4,-1.3
CN1CCN(CC(O)COCCOc2ccc(Br)cc2)CC1 (stereo not drawn),1.9,-0.3,-4.4,-0.6,-4.0,-0.5,.,-0.1,-26.5
C/C(=N\NC(=O)c1nnn(-c2nonc2N)c1CN(C)c1ccccc1)c1ccccc1O,11.3,i,2.6,.,8.0,.,0.7,-0.5,.
CNc1nc(C)c(C#N)c(-c2ccccc2)c1C(C)=O,-0.6,i,10.8,1.6,-3.1,0.9,.,2.9,-2.6
CCc1nnc(NC(=O)c2ccc(S(C)(=O)=O)cc2)s1,10.9,i,0.5,0.9,-4.5,-0.7,0.6,-0.4,-8.8
CCOc1ccc(-c2[nH]ncc2Oc2ccccc2OCC)c(O)c1,7.9,0.5,-3.2,-2.9,-1.6,-0.3,.,-1.0,0.2
Cc1cc(C)n2nc(C(=O)N3CCOCC3)nc2n1,-0.3,i,4.7,-4.3,6.3,-0.1,.,-1.3,-29.6
O=C(Nc1ccc(Cl)cc1)NC1(C(=O)NCCCN2CCOCC2)CCCCC1,-1.7,2.8,5.3,1.3,-6.2,0.1,.,0.7,-16.1
CCOC(=O)N1CCN(C(=O)C(C)SCc2ccccc2)CC1 (stereo not drawn),-1.2,i,0.4,-9.2,8.2,-0.6,1.2,0.9,-1.6
Cc1ccc(Nc2c([N+](=O)[O-])ccc3c2=NC2(CCCCC2)N=3)cc1,2.1,-2.8,-17.6,-6.6,-15.1,1.1,.,59.3*,-12.2
COc1ccc(CCNC(=O)c2cc3c(=O)n4cccc(C)c4nc3n(Cc3ccco3)c2=N)cc1OC,-2.5,i,-17.6,-4.9,-2.2,0.9,0.4,0.2,-5.3
Nc1nnc(SCc2ccc(F)cc2)s1,3.0,i,1.3,-0.5,-5.9,?,.,1.1,-14.1
CCN(CC)C(=O)C1=C(C)N(Cc2ccc(F)cc2)C(=O)C(CC(=O)NCCN2CCOCC2)C1 (stereo not drawn),.,-0.4,8.0,-3.1,2.5,-0.2,0.3,.,.
Cc1ccc(S(=O)(=O)CC(=O)Nc2ccccn2)cc1,-6.5,-0.6,3.2,0.1,0.5,2.5,1.0,1.1,-8.5
COc1ccc(NC(=O)Cc2c(Sc3ccccc3)c3ccccc3n2C)cc1,-3.2,-0.2,6.3,-0.6,1.6,-0.4,0.5,-0.2,-5.8
CCCCCC(=O)N1CC2(CC)CN(C(=O)CCCCC)CC(CC)(C1)C2=O,6.4,-0.2,2.5,-9.9,21.0,-1.2,0.8,-0.7,2.4
CCC(=O)Nc1sc2c(c1C(=O)N(C)C)CCCCC2,-1.3,i,-7.9,-4.9,-0.5,0.7,0.6,-0.6,7.0
COc1ccc(C(C#N)c2ccc(=O)[nH]n2)cc1 (stereo not drawn),-3.4,-0.3,1.4,2.0,1.9,-0.4,0.9,1.5,-0.2
CN=C1c2c(-c3ccccc3)c3cc(OC)ccc3n2CCN1C,4.6,-0.5,-5.3,0.0,13.1,1.2,.,2.2,-3.4
CCn1c(CSc2nnc(-c3ccncc3)n2CCOC)nc2cc(C(=O)O)ccc21,-2.1,-0.5,6.8,-4.7,10.1,0.4,-3.5,1.2,-20.1

# Complete entries, looked up by structure. Order of values: 3CLpro inhibitor	Vc quorum ag	PrPC TRFRET	Anthrax LF inh2	Yp Topo-I inh	BoNT A protease	TcdB GH inh	PfHsp40 yeast	PriA SSB inh
# Cc1ccc(S(=O)(=O)CC(=O)Nc2ccccn2)cc1 reads -6.5	-0.6	3.2	0.1	0.5	2.5	1.0	1.1	-8.5
# CCn1c(CSc2nnc(-c3ccncc3)n2CCOC)nc2cc(C(=O)O)ccc21 reads -2.1	-0.5	6.8	-4.7	10.1	0.4	-3.5	1.2	-20.1
# COc1ccc(C(C#N)c2ccc(=O)[nH]n2)cc1 (stereo not drawn) reads -3.4	-0.3	1.4	2.0	1.9	-0.4	0.9	1.5	-0.2
# CCC(=O)Nc1sc2c(c1C(=O)N(C)C)CCCCC2 reads -1.3	i	-7.9	-4.9	-0.5	0.7	0.6	-0.6	7.0
# CCN(CC)C(=O)C1=C(C)N(Cc2ccc(F)cc2)C(=O)C(CC(=O)NCCN2CCOCC2)C1 (stereo not drawn) reads .	-0.4	8.0	-3.1	2.5	-0.2	0.3	.	.

# (listing goes on)
SMILES,3CLpro inhibitor,Vc quorum ag,PrPC TRFRET,Anthrax LF inh2,Yp Topo-I inh,BoNT A protease,TcdB GH inh,PfHsp40 yeast,PriA SSB inh
O=C(Nc1c(Br)cc2c(c1Br)Cc1ccccc1-2)C(F)(F)F,.,-1.9,.,-2.9,-6.8,-0.7,.,1.3,-0.2
COc1ccc(NC(=O)Nc2cccc(C)n2)c(OC)c1,2.7,-0.4,5.8,-13.8,-7.3,-3.4,0.2,1.2,5.4
COc1ccccc1C(CNC(=O)c1cc(S(=O)(=O)N2CCOCC2)ccc1C)N1CCCC1 (stereo not drawn),.,0.3,6.6,12.7,1.7,0.5,-0.6,-0.4,-9.0
Nc1nc(=S)c2[nH]cnc2[nH]1,.,i,7.3,7.0,0.4,-0.7,1.2,1.2,-6.1
O=C(NCC(=O)N(CC1CCCO1)C(C(=O)NC1CCCCC1)c1cccnc1)c1cccs1 (stereo not drawn),-4.5,-0.5,-5.9,-7.7,4.4,0.2,1.3,-0.2,-0.1
CCOc1ncccc1C(=O)OCC(=O)Nc1cc(S(=O)(=O)N2CCOCC2)ccc1C,1.0,-0.3,3.2,-2.4,2.1,0.1,.,0.9,6.9
O=C(O)CC(C(=O)O)C(c1ccccc1)c1ccccc1 (stereo not drawn),.,i,0.8,-5.4,-10.7,0.0,9.2,-0.2,.
CC(C(=O)Nc1ccc(C(N)=O)cc1)N1C(=O)c2ccccc2S1(=O)=O (stereo not drawn),.,-1.4,-3.5,-0.9,-0.7,-1.6,0.8,-1.3,2.0
O=C(Nc1ccc(-c2cnco2)cc1)c1ccc(F)cc1F,0.0,-0.7,1.1,24.5,3.0,?,-1.6,-1.2,-4.1
COc1ccc(N2CCN(C(=O)COC(=O)c3ccc(-n4nc(C)cc4C)cc3)CC2)cc1,.,-2.1,-3.1,3.1,24.9,1.1,-0.7,-0.3,10.5
CCOC(=O)N1CCN(C(=O)/C(=C/c2ccc(N(C)C)cc2)NC(=O)c2ccccc2)CC1,.,-5.7,0.0,-1.7,19.2,1.3,0.1,-0.2,15.9
CC(C)(C)C(=O)Nc1ccc(C(=O)COC(=O)C2CC2)cc1,.,i,-0.8,.,3.0,.,1.1,0.7,2.1
CCOc1ccc(CCNC(=O)CSCC(=O)Nc2ccc(OC)cc2)cc1OCC,.,-0.6,11.1,-3.3,-0.9,-0.1,0.6,-0.1,-1.4
COc1cccc(NC(=O)CCN2CCOCC2)c1,4.4,i,2.5,13.5,-4.2,-1.8,1.0,-2.5,-8.8
CNC(=O)c1c(NC(=O)CS(=O)(=O)c2ccccc2)sc(C)c1C,.,7.0,-0.5,-0.7,10.5,1.3,1.6,51.1*,-19.7
COc1ccc(NC(=O)c2cccc(OC(=S)N3CCOCC3)c2)cc1,-1.9,-0.3,16.6,-9.5,2.1,-1.0,1.1,-1.2,-5.0
O=C(Nc1ccncc1)c1ccc(-c2ccccc2)cc1,1.8,i,22.8,-3.0,9.3,-0.1,10.7*,1.7,-14.3
CCN(CC1CCCN(CCc2cccc(F)c2)C1)C(=O)c1ccoc1C (stereo not drawn),.,-5.6,-11.2,-6.8,8.3,0.0,0.3,.,.
NS(=O)(=O)c1cccc(NC(=O)CSc2nc3ccccc3[nH]2)c1,-3.5,i,-5.8,-16.9,3.2,-0.5,1.7,-0.8,-8.6
CCC(C)NCCCOc1ccc([N+](=O)[O-])cc1 (stereo not drawn),-3.2,i,-4.2,-2.5,-10.5,-1.1,-0.8,-1.8,-4.2
COc1ccc(CCNC(=O)c2ccc(NC(=O)CC3SC(N4CCCC4)=NC3=O)cc2)cc1OC (stereo not drawn),.,-13.4,3.9,-14.2,8.9,-0.3,0.7,-1.0,0.2
CC(C)C[C@@H](CN1CCC[C@@H]1CN1C(=O)C(=O)NC[C@@H]1Cc1ccccc1)N1C[C@H](Cc2ccc(O)cc2)N(CC2CCCCC2)C(=O)C1=O,.,-1.4,4.8,-3.7,16.8,-0.7,0.0,0.8,0.5
Cc1cccc(-n2ccc(=O)c(C(=O)Nc3ccc(S(=O)(=O)Nc4onc(C)c4C)cc3)n2)c1,-0.5,-0.3,-0.2,-0.9,2.6,1.0,1.3,0.4,-2.2
CCN(Cc1cnn(C)c1)C(=O)C1CCC(=O)N(CCc2ccc(OC)cc2)C1 (stereo not drawn),2.6,-0.2,5.3,0.1,8.5,-0.5,1.9,0.9,-9.8
CC(=O)Oc1ccc(C(=O)Nc2cccc3c2CCCC3)cc1,1.4,-0.2,-3.6,6.5,7.3,-5.2,0.5,1.6,2.8
CC(C(=O)N1CCc2ccccc21)N(C)CC(=O)Nc1ccccc1Cl (stereo not drawn),.,2.6,1.6,4.3,23.1,0.2,0.3,-0.8,-17.1
Cc1nn(S(=O)(=O)N(C)C)c(C)c1CN1C(=O)c2ccccc2C1=O,3.6,i,3.7,-0.7,-4.8,0.4,-0.2,-1.8,-9.8
O=C(CSc1nnc2ccc3ccccc3n12)N1CCOCC1,-3.8,-0.3,-11.4,2.1,-2.9,0.1,.,-0.8,0.0&-7.6
O=C(NCC1CCCO1)c1cccc(S(=O)(=O)N2CCOCC2)c1 (stereo not drawn),-2.5,-0.7,-8.0,-1.7,-6.9,-0.8,-0.5,-1.3,0.3&-14.0&-10.0
Cc1ccccc1OCCC(=O)Nc1cc(S(=O)(=O)N2CCOCC2)ccc1OC(C)C,-3.8,-0.5,11.5,-6.2,30.8,3.1,0.9,2.0,-26.1
CCOC(=O)c1ccc(NC(=S)N2CCN(c3ccc(N4CCOCC4)nn3)CC2)cc1,2.5,i,4.9,-1.6,0.2,0.0,-0.1,-0.4,-7.8
O=C(NCc1cccs1)c1cc(-c2cccs2)on1,0.9,-0.6,-10.7,-0.9,-0.6,4.5,0.9,0.2,0.2
COc1cccc(OC)c1OCCCOc1ccc([N+](=O)[O-])cc1Cl,4.5,i,7.3,-1.5,35.3,0.8,0.0,3.9,-28.1

# Screening results as filed in PubChem BioAssay.
